# Screens: PubChem, National Center for Advancing Translational Sciences (NCATS)
# ATXN2 expr inh = reduces ATXN2 reporter expression in HEK-293 cells. HEK-293 ATXN2-luciferase reporter, luminescence, 24 h. Potency, µM (doses to about 57 µM), for the others: top-dose activity change, negative = inhibition, most hits filed as inhibitors. 360,000 compounds, 0.72% hits. AID 1745845; also: potency is read from the fitted curve at half-maximal effect; % is scaled to controls: 0 for no effect and ±100 for the full control effect; nearly all actives have a fitted effect of over 55% in size
#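 ATXN2-luciferase reporter cells (luciferase flanked by upstream and downstream ATXN2 gene portions) were treated 24 h at 37 °C with compounds at up to 57 uM. SteadyGlo luminescence gave expression; GF-AFC fluorescence gave viability.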
# KB-3-1 cytotox = kills parental KB-3-1 adenocarcinoma cells | KB-3-1 viability, CellTiter-Glo ATP luminescence, 72 h | Potency, µM (series often up to 46.1 µM), for the others: at the highest dose activity change, negative = cytotoxic, usual class: cytotoxic | 400,000 compounds, 1.4% hits | AID 1347075; also: potency is read from the fitted curve at half-maximal effect; % is scaled to controls: 0 for no effect and ±100 for the full control effect; nearly all actives have a fitted effect of over 60% in size
#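 Here the drug-naive KB-3-1 line serves as comparator for MDR sub-line selectivity; cells received compound titrations, 72 h at 37 °C, then CellTiter-Glo readout.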
# IL1B secr inh = blocks inflammasome-driven IL-1 beta release | THP-1 LPS/ATP IL-1B secretion, AlphaLISA, 16 h; stronger effect = lower value | activity change, % at 57.5 µM | 360,000 compounds, 4.7% hits | AID 743279; in the data active = activity change below about -50%; inconclusive = mostly about -30% to -49%; also: % is scaled to controls: 0 for no effect and ±100 for the full control effect
#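 THP-1 cells pretreated 1 hr with compounds (up to 57.5 uM final), then stimulated with LPS (250 ng/mL final) plus ATP (1.25 mM final); secreted IL-1B measured by AlphaLISA after 16 hr, decreased signal indicating inhibition.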
# MCF10A rereplic = inducers of DNA re-replication in MCF 10A breast cells | Potency, µM (series often up to 46.1 µM), without a hit: at the top dose activity, positive = re-replication, usual class: activators | MCF 10A DNA re-replication, Hoechst nuclear intensity, 48 h | 350,000 compounds, 2.9% hits | AID 624296; also: potency is read from the fitted curve at half-maximal effect; % of control where 0% means no effect; nearly all actives have a fitted effect of over 50% in size
# SW480 rereplic = inducers of DNA re-replication in SW480 colon cancer cells. SW480 DNA re-replication, Hoechst DNA content imaging, 48 h. Potency, µM (titrated, usually from 46.1 µM), without a hit: at the highest dose re-replication activation, actives largely listed as activators. 340,000 compounds, 1.8% hits. AID 624297; also: potency is read from the fitted curve at half-maximal effect; % of control where 0% means no effect; nearly all actives have a fitted effect of over 55% in size
#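 250 cells/well; 23 nL cpd via pin tool; 48 hr, 37 C, 5% CO2; Hoechst 40 min; imager read of total nuclear intensity, ex 405/em 500-530 nm.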
# KB-V1 MDR tox = kills drug-selected multidrug resistant KB-V1 cells. KB-V1 MDR cells viability, CellTiter-Glo, 72 h. Potency, µM (doses to about 46.1 µM), inactives show top-dose activity change, negative = cytotoxicity, most hits filed as cytotoxic. 400,000 compounds, 3.4% hits. AID 1347076; also: potency is read from the fitted curve at half-maximal effect; % is scaled to controls: 0 for no effect and ±100 for the full control effect; nearly all actives have a fitted effect of over 60% in size
#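 Following 72 h at 37 degrees C with compound, KB-V1 cell viability was read by CellTiter-Glo luminescence, medium being phenol-red-free DMEM plus 10% FBS; concentration-response parameters came from normalized, curve-fitted qHTS data.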
# HT1080 IDH1KD tx = HT-1080 IDH1 knockdown cell toxicity (counter line). Potency, µM (doses to about 46.1 µM), for the others: at the highest dose activity, negative = toxicity, hits mostly cytotoxic. 360,000 compounds, 2% hits. HT-1080 IDH1 knockdown viability, ATP luminescence, 48 h;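 also: potency is read from the fitted curve at half-maximal effect; 0% = DMSO wells and -100% = cell-free medium wells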
#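 % activity derives from luminescence (CellTiter-Glo), normalised to DMSO and no-cell wells. HT-1080-IDH1KD cells, 750/well, had 48 h compound exposure at 37 °C.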
# HT1080NT lethal = kills 2HG-producing HT-1080-NT fibrosarcoma cells; HT-1080-NT fibrosarcoma viability, CellTiter-Glo ATP luminescence, 48 h; Potency, µM (top dose mostly 46.1 µM), without a hit: top-dose activity, negative = less viability, hits mostly cytotoxic; 360,000 compounds, 1.6% hits; AID 686970;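 also: NT is the 2HG producing partner of a matched IDH1 knockdown line; potency is read from the fitted curve at half-maximal effect; 0% = DMSO-treated cells and -100% = media-only wells without cells; nearly all actives have a fitted effect of over 55% in size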
#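 Compounds were tested in concentration-response format on HT-1080-NT cells for 48 hours at 37 degrees C. Cell viability came from CellTiter-Glo luminescence; curves were classified by r2, response magnitude and activity.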
# ATXN viability = viability counter-screen for ATXN expression inhibitors. S2 cells (HEK-293 line with an ATXN2-luciferase reporter) viability, CellTiter-Fluor protease fluorescence, 24 h. Potency, µM (doses to about 56.7 µM), actives largely listed as cytotoxic. 400,000 compounds, 0.49% hits. AID 651635; also: potency is read from the fitted curve at half-maximal effect; nearly all actives have a fitted effect of over 40% in size
# * = called active by the depositor; i = inactive; ? = inconclusive; . = not tested or not shown; [ ] = dose if it differs, or a comment. Unless noted, calls follow the shape of the dose curve; as a rule, active = well fitted curve in the direction sought with a large enough effect; inconclusive = small, poorly fitted or top-dose-only effect, or another doubt; inactive = no such curve, though single readings can be large; an effect the other way counts as inactive or inconclusive. Compounds were not picked by outcome. Share with any hit: about 11%.
mol,MCF10A rereplic,KB-V1 MDR tox,ATXN viability,HT1080NT lethal,KB-3-1 cytotox,IL1B secr inh,HT1080 IDH1KD tx,SW480 rereplic,ATXN2 expr inh
C=CCO/N=C(/CCC)C1=C(N)CC(C)(C)CC1=O,-12%,23%,i,0%,-1%,38,5%,-5%,-7%
CCOC(=O)N1CCN(c2c(NCc3ccccc3Cl)c(=O)c2=O)CC1,?,-17%,i,?,?,3,-29%,?,.
CN(C)c1ccc(-c2nnc(-c3cccs3)o2)cc1,9%,0%,i,24%,2%,-7,25%,-4%,.
Cc1[nH]c2ccccc2c1C(=O)C(C)OC(=O)c1ccc(Cl)nc1 (stereo not drawn),16%,?,i,-3%,-15%,-20,-3%,-2%,6%
Cn1cc(CN2CCC(CO)(CCCc3ccccc3)CC2)c(-c2ccccc2)n1,?,?,?,-29%,0%,-15,3%,8%,.
CCCn1c(NCc2ccco2)nc2ccccc21,3%,21µM*,i,1%,-12%,-9,-22%,0%,-5%
CCOc1ccc(C(=O)NCCn2cc(SCC(=O)Nc3cc(C)on3)c3ccccc32)cc1,5%,?,i,-7%,-1%,-5,-6%,-5%,5%
O=C(CNS(=O)(=O)c1cccs1)N1CCN(c2ccccc2Cl)CC1,.,-5%,i,.,5%,.,.,.,56%[activator]
Cc1ccnc(NC(=O)C(C)N2C(=O)c3ccccc3C2=O)c1 (stereo not drawn),-3%,8%,i,11%,1%,0,8%,0%,.
Oc1ccc(/C=N/N=C/c2ccc(O)cc2)cc1,-12%,?,i,9%,-5%,-21,-1%,-7%,19%
CCOC(=O)CSc1nc2cc(C(=O)OC)ccc2c(=O)n1CCN1CCOCC1,1%,16µM*,i,2%,14%,-5,3%,-3%,0%
CCOC(=O)COc1ccccc1/C=C1\NC(=O)NC1=O,-2%,-4%,i,4%,4%,-91*,25%,-1%,7%[11.3 µM]
CN(C)S(=O)(=O)N1CCC(Oc2cccc(C(=O)N3CCCCCCC3)c2)CC1,?,?,i,-2%,-21%,-7,0%,1%,6%
CCOC(=O)C1(Cc2ccccc2C(F)(F)F)CCN(C(C)CSC)CC1 (stereo not drawn),0%,-26%,i,8%,3%,22,1%,-17%,.
O=C(CN1C(=O)C2C3C=CC(C3)C2C1=O)N1CCc2ccccc2C1 (stereo not drawn),-3%,-2%,?,5%,-3%,17,2%,-2%,8%
COc1ccc(-c2nnn3c2nc(NCCc2ccc(OC)c(OC)c2)c2ccccc23)cc1,.,-12%,i,.,4%,.,.,.,0%
Cc1ccccc1CNC(=O)c1csc([C@@H]2O[C@H](CO)[C@@H](O)[C@H]2O)n1,.,-1%,i,11%,0%,8,-1%,.,18%
NNc1nc(Nc2ccccc2)nc(Nc2ccccc2)n1,?,-4%,i,-28%,-1%,-24,?,?,1%
Cc1cc(C)cc(NC(=O)C2CC(=O)n3ncnc3N2)c1 (stereo not drawn),-2%,0%,i,24%,-6%,2,5%,-25%,.
Cn1c2ccccc2c(=O)c2cc(C#CC3(O)CCCCC3)ccc21,?,?,i,-1%,?,-53*,-9%,?,?
COc1ccc2c(c1)c1nc3ccccc3nc1n2Cc1ccc(OC)c(OC)c1,8.2µM*,10%,?,-27%,5%,1,?,-3%,-6%
COc1cc(C2CC(=O)Nc3c2c(=O)n(C)c2ncnn32)cc(OC)c1OC (stereo not drawn),.,-3%,i,.,5%,.,.,.,-10%
C=C1CSc2nc(=O)c3c(C)c(C)sc3n21,7%,0%,i,1%,5%,-15,9%,1%,-3%
COC(=O)C(Cc1ccc(O)cc1)NC(=O)C(C)Oc1ccccc1 (stereo not drawn),?,-15%,i,-2%,8%,-4,-25%,7%,?
CCN(CC(=O)Nc1ccc(NC(C)=O)cc1)C(=O)c1ccc(N2CCCC2)c([N+](=O)[O-])c1,0%,21%,i,1%,-1%,2,2%,4%,0%
CN(C(=O)CN1C(=O)c2ccccc2S1(=O)=O)C1CCCCC1,0%,18%,i,-8%,0%,17,-11%,-4%,-30%
COc1cc(OC)c(C2=NOC(C(=O)NCc3cccnc3)C2)cc1Cl (stereo not drawn),20%,-29%,i,?,?,29,?,?,.
O=C(NC1CC1)c1cccc(NC(=O)C2CCN(S(=O)(=O)c3cccc(C(F)(F)F)c3)CC2)c1,-5%,?,i,-9%,0%,-2,0%,-2%,-1%
Cc1ccc2c(c1)C(=O)OC(C(=O)Nc1ncc(Cc3ccc(Cl)cc3)s1)C2 (stereo not drawn),.,3%,i,.,4%,.,.,.,-4%
CC1(C(=O)NS(=O)(=O)C2CC2)CCCN(C(=O)Cc2ccc3ccccc3c2)C1 (stereo not drawn),.,3%,i,?,0%,25,2%,.,4%
O=C(Cn1ncc2c(=O)oc3ccccc3c21)NCc1ccc(Cl)cc1,.,0%,i,.,8%,.,.,.,4%
COc1cccc(N(CC(=O)NCCSCc2ccc(C)cc2)S(C)(=O)=O)c1,-9%,-15%,i,2%,1%,13,1%,5%,.
COc1ccc(/C(C)=N/N2CCCCC2)c(O)c1,0%,15%,i,9%,4%,1,9%,-7%,.
Nc1ncnc2c1ncn2[C@@H]1O[C@H](CNS(=O)(=O)C2CC2)[C@@H](O)[C@H]1O,1%,?,i,2%,-7%,3,2%,-13%,-5%
CNc1nc(=O)n(C2CCCO2)cc1C (stereo not drawn),-4%,-1%,i,0%,-3%,-1,-2%,6%,0%
CC#CC(=O)N1CCCC(C(=O)c2ccc(SC)cc2)C1 (stereo not drawn),2%,-26%,?,14%,3%,-3,-1%,-9%,.
Cc1ccc(N2C(=O)C3ON(c4ccccc4)C(c4ccncc4)C3C2=O)c(C)c1 (stereo not drawn),1%,0%,i,-6%,8%,26,-4%,-1%,3%
Cn1c(C(O)c2ccccc2)nc(Cl)c1Cl (stereo not drawn),-7%,23%,i,2%,3%,2,-1%,-3%,-4%
CCNC(=O)Cn1cc(C(F)(F)F)cc(Cl)c1=O,1%,14%,i,25%,17%,-13,15%,-2%,2%
CCN(c1ccccc1)S(=O)(=O)c1ccc(Cl)c(NC(=O)COC(=O)c2ccc(Cl)c(N)c2)c1,11%,?,i,-2%,-6%,10,4%,15%,0%
CCN1C(=O)C2(C(C(=O)c3ccc(C)o3)=C(O)C(=O)N2CCCN2CCOCC2)c2ccccc21 (stereo not drawn),2%,12%,?,9%,-10%,8,-1%,-4%,-5%
O=C(Nc1ccn(Cc2ccccc2F)n1)c1ccc(COc2ccc(Cl)cc2Cl)o1,?,?,i,-9%,?,-26,?,4%,-27%
O=C(Nc1cccc(Cl)c1)Nc1ccccc1C(=O)O,9%,?,?,-5%,?,-12,?,17%,.
CCOC(=O)c1ccc(NC(=O)CNC(=O)C2CCCCC2)cc1,-8%,-22%,i,4%,-13%,10,10%,-2%,8%
CSc1nc(C)cc(OCC(=O)N2CCOCC2)n1,0%,?,?,11%,0%,7,23%,-6%,2%
O=C(Nc1cccnc1)C1CCCN(c2ncnc3c2nc2n3CCCCC2)C1 (stereo not drawn),?,2%,i,-3%,2%,26,-9%,?,-8%
CN(Cc1ccccc1)C(=O)c1cccc(NC(=O)Cc2ccc(NC(=O)C3CCN(S(=O)(=O)c4cccc([N+](=O)[O-])c4)CC3)cc2)c1,-4%,-12%,i,2%,-5%,-9,-5%,0%,-3%
CCOC(=O)c1[nH]c2ccccc2c1NC(=O)Nc1ccc(OC)cc1,1%,8%,i,-10%,-19%,57,-28%,0%,13%
O=C(Nc1ccccc1Oc1ccccc1)c1cccs1,-2%,-2%,i,-16%,-4%,21,3%,-9%,19%
COc1ccc(OC)c(S(=O)(=O)N2CCC(C(=O)NC3CC3)CC2)c1,-9%,10%,i,17%,5%,-7,16%,0%,-1%
COC(=O)c1ccccc1NC(=O)C(CCS(C)(=O)=O)NC(C)=O (stereo not drawn),-4%,-8%,i,11%,12%,9,15%,-2%,5%
CCOC(=O)c1ccc2ncc(C(=O)OCC)c(NCCCN3CCOCC3)c2c1,-26%,?,i,-4%,7%,-4,?,1%,-5%
CC(=O)Nc1ccc(C(=O)N/N=C(\C)CC(=O)Nc2ccc(OCc3ccccc3)cc2)cc1,?,?,i,5%,14%,-15,3%,?,10%
CCCCn1c(N)c(N(CC)C(=O)c2c(C)noc2C)c(=O)[nH]c1=O,1%,-2%,i,2%,1%,1,-3%,0%,-1%
CCOC(=O)NC(NC(=S)Nc1ccc(OC)cc1)C(Cl)(Cl)Cl (stereo not drawn),-3%,-27%,i,1%,-11%,-16,-4%,24%,.
Nc1cccc(CCc2nc3ccccc3[nH]2)c1,-49%[inhibitor],-4%,i,11%,22%,-6,10%,-2%,21%
COc1ccc(NC(=O)CCn2c(=O)c3cccn3c3ccccc32)c(OC)c1,-13%,-8%,i,2%,2%,0,4%,?,-21%
COc1ccc(/C=C2\CCC(C3CCCC3)C2=O)cc1OC (stereo not drawn),11%,0%,i,5%,0%,-3,12%,1%,41%[activator]
CCOc1ccc(NC(=O)CN2CCN(C3c4ccccc4-c4ccccc43)CC2)cc1,?,18µM*,?,0%,6%,-7,-9%,12%,-14%
CCN(CC(=O)NCc1ccc(F)cc1)C(=O)CN1CCN(c2ccccc2OC)CC1,-1%,?,i,8%,0%,0,16%,3%,-23%
